# PTK2B oligo ant = antagonists of human Pyk2 oligomerization; Q14289; z-score (the deposit names both 25 µM and 10 µM); 99,000 compounds, 0.83% hits; AID 1347419; Q293 cells, Pyk2 FERM NanoBiT luminescence; stronger effect = lower value;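 active = Z-score of -3 or lower, scaled per plate to the spread of control and sample wells; inactive = z-score above -3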;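 also: negative z-score means lost luminescence so less FERM oligomerization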
# Target sequence (Q14289 whole entry, looked up): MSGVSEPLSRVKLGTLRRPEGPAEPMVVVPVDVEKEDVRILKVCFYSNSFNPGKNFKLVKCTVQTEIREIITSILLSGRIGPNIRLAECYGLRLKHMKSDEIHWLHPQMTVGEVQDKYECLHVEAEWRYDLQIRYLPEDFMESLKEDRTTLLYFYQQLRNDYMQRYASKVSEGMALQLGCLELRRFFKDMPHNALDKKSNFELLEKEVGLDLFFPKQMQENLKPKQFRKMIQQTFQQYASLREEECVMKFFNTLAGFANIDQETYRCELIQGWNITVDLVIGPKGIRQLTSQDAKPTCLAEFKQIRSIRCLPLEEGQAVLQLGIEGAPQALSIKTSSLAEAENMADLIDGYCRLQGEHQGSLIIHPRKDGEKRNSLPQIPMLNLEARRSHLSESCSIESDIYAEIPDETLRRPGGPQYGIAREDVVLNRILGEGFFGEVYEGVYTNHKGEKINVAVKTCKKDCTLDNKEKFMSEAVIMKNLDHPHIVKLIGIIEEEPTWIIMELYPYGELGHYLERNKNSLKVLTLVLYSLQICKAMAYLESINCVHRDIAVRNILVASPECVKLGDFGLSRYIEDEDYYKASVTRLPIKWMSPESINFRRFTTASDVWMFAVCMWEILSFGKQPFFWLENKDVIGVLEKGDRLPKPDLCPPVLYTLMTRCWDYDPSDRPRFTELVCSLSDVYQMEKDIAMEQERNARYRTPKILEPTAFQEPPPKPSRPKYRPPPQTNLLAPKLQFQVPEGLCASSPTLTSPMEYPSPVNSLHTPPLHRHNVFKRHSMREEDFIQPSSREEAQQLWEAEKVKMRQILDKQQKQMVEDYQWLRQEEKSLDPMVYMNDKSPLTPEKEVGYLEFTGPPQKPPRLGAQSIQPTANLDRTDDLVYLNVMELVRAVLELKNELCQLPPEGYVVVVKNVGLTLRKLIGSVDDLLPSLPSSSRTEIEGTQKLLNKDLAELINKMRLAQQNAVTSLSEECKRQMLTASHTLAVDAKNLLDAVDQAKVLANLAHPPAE
# CYP2C9 inhib = inhibitors of human CYP2C9; inhibition, % at 5 µM; 96,000 compounds, 20% hits; AID 777; CYP2C9 Supersomes, luciferin-H conversion, luminescence;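 active = blocking of liver enzyme CYP2C9 beyond about 50% at 5 µM, limit read from the data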; also: values of inactives mirror those of a sister screen read the other way
# PostGolgi yeast = growth inhibition of a yeast mutant, post-Golgi transport screen; post-Golgi transport phenotypic cell assay; inhibition, % at 10 µM; 98,000 compounds, 0.9% hits; AID 739;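 also: yeast cells grown in 1536-well plates; yeast grown about 18 h at 30C before absorbance read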
# LYP inh 2 = blocks human PTPN22 phosphatase activity. Q9Y2R2. recombinant LYP catalytic domain, DiFMUP fluorescence. inhibition, % at 2 µM. 96,000 compounds, 0.21% hits. AID 640;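 active = inhibition at 2 µM at or above a set limit, the screen mean plus 3 SD, cut at about 24% in these data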;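 also: 0% = DMSO with enzyme and 100% = enzyme fully blocked by orthovanadate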
# hDAT+cocaine = modulates human dopamine transporter uptake under cocaine | LLC-PK1 hDAT cells, [14C]-dopamine uptake with cocaine IC80; actives deviate in either direction | 110,000 compounds, 1.3% hits | AID 449768 | Q01959 | B-score at 10 µM;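 active = Z score or B-score, a plate-position-corrected score, falls beyond the plate's 99.7% confidence bounds, in either direction; inactive = both scores lie inside the 99.7% bounds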;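 also: scored against the spread of the other compound wells on the same plate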
# Ecoli WT expand = E. coli BW25113 growth inhibition, expanded screen; 98,000 compounds, 0.15% hits; OD600 absorbance; growth inhibition, % at 100 µM; AID 710;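 active = growth inhibition above about 50% at one test dose, limit read from the data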;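 also: growth measured after 20 h incubation at 37 °C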
# PostGolgi ctrl = yeast control strain growth, post-Golgi counter-screen; efflux-deficient yeast background strain, growth absorbance A615, 16 h; 98,000 compounds, 5% hits; inhibition, % at 10 µM
# CYP2C9 activ = CYP2C9 (human) activation | activation factor at 5 µM | 96,000 compounds, 1.4% hits | recombinant CYP2C9, luciferin-H conversion, luminescence; stronger effect = higher value; factor 1 = untreated enzyme, 0 = blocked | P11712 | AID 1024;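 active = activation factor of 2 or more for CYP2C9 at a 5 µM dose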;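 also: 0 = sulfaphenazole-blocked wells and 1 = vehicle-only wells; values of inactives mirror those of a sister screen read the other way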
# PTPN22 act = LYP (human) phosphatase activation; activation, % at 2 µM; recombinant LYP, DiFMUP fluorescence; 0 = plate median, 100 = signal doubled; 96,000 compounds, 0.11% hits; Q9Y2R2;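 active = activation at 2 µM above a set limit, the mean plus 5 SD, cut at about 37% in these data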
# * marks the source's active call; other numbers are inactive results; . = no result given. Rule as the data show it, unless noted: active = inhibition above about 30%; inactive = the rest.
SMILES,PTK2B oligo ant,CYP2C9 inhib,PostGolgi yeast,LYP inh 2,hDAT+cocaine,Ecoli WT expand,PostGolgi ctrl,CYP2C9 activ,PTPN22 act
CCOC(=O)N1CCN(S(=O)(=O)c2cc3c(cc2C)NC(=O)CO3)CC1,-0.56,-22,-1,2,-0.78,-3,-5,1.2,-2
CCOC(=O)c1cc2sccc2n1CC(=O)N1c2ccccc2CC1C (centres undefined),-1.6,46,-9,13,0.1,0,5,0.5,-14
Clc1ccccc1CN(Cc1ccco1)Cc1nnnn1C1CCCC1,-2.1,.,.,4,0.001,.,.,.,-5
COc1ccc(-c2n[nH]c(C)c2-c2ccc(OC)c(OC)c2)c(O)c1,-0.94,99*,11,12,0.63,-3,15,0,-13
COc1ccc2c(c1)CCc1c(C(=O)N3CCCC3)noc1-2,-1.1,-6,-1,-26,1.5,-4,-1,1.1,23
COc1cc2c(cc1NC(=O)C(c1ccccc1)c1ccccc1)CCCC2,-1.6,96*,-8,3,-0.015,-11,5,0,-1
Cc1cccc(C(=O)c2cnc3ccccc3c2-c2ccccc2)c1,-2.5,25,-10,8,-0.15,-10,29,0.7,-5
COC(=O)c1ccccc1NC(=O)C1CCN(S(=O)(=O)c2cc(OC)ccc2OC)CC1,-1.7,92*,2,-13,1.4,-10,5,0.1,8
Cc1cc(C)n(-c2nc3nonc3nc2Nc2cccc(C)c2C)n1,-0.1,4,-5,2,-0.54,-4,0,1,0
O=c1c2ccccc2c(-c2ccccc2)nn1Cc1ccc(Cl)cc1,-0.46,58*,-8,9,1.4,-10,6,0.4,-6
Cc1cccc(C)c1NC1=NC(=S)N(c2ccc(N(C)C)cc2)C1(C)C,0.45,-28,3,10,.,-4,-2,1.3,-8
Cc1csc(NC(=O)c2c(-c3c(Cl)cccc3Cl)noc2C)n1,-1.6,89*,-4,3,0.38,-1,-2,0.1,0
COc1ccc(N2CCN(CCNC(=O)c3c(C)cc(=O)oc3C)CC2)cc1,0.43,38,-4,-16,-0.063,-5,4,0.6,15
O=C(CN1CCCC1)N1c2ccccc2Sc2ccccc21,1,.,2,10,-0.015,4,2,.,-12
O=[N+]([O-])c1cccnc1N1CCC(c2cc(-c3ccc(Cl)cc3Cl)n[nH]2)CC1,-2.7,85*,2,4,-0.084,-12,59*,0.1,-2
O=C(O)C1CCN(C(=O)NC2CCCCC2)CC1,-0.09,5,-9,2,-1.4,-6,16,0.9,-5
N/C(=N\S(=O)(=O)c1ccc(Cl)s1)c1ccccc1,1.2,43,21,1,-0.23,8,1,0.6,-3
Fc1ccc(-n2c(Cc3ccccc3)nnc2SCc2nc(-c3ccc(Cl)cc3)no2)cc1,0.4,63*,-7,8,1.4,-24,46*,0.4,-10
COc1ccc(S(=O)(=O)Cc2ccc(C(=O)N3CCC(C(N)=O)CC3)o2)cc1,.,11,0,-17,-0.34,7,2,0.9,14
CCOC(=O)c1ccc(NC(=O)CCC(CC)C(=O)O)cc1 (centres undefined),0.31,45,-5,4,0.12,-8,0,0.6,-6
O=C(CCC1COc2ccccc2O1)Nc1ncccc1O (centres undefined),0.05,14,-5,-6,0.068,20,10,0.9,5
COCC(=O)Nc1ccc(S(=O)(=O)Nc2ncccn2)cc1,.,1,-9,-13,0.12,3,14,1,10
Cc1ccc(C)c(NC(NC(=O)c2cccnc2)C(Cl)(Cl)Cl)c1 (centres undefined),-0.16,46,-4,-10,-0.12,2,24,0.5,11
CCCCC(=O)Nc1ccc(C(=O)NCC(=O)OC)cc1,0.99,-8,10,8,-0.11,-7,8,1.1,-4
Cc1ccccc1CN1CCN(CC(=O)NCc2ccc3c(c2)OCO3)C1=O,0.27,76*,-4,-3,-0.34,-10,13,0.2,1
# (continued)
SMILES,PTK2B oligo ant,CYP2C9 inhib,PostGolgi yeast,LYP inh 2,hDAT+cocaine,Ecoli WT expand,PostGolgi ctrl,CYP2C9 activ,PTPN22 act
CN(C)/C=N/c1c(C#N)cnn1-c1ccc(C(F)(F)F)cn1,0.81,18,-19,-6,-1.2,1,-5,0.8,6
COCCNC(=O)Cn1c(=O)n(C)c2ccccc21,0.09,3,-2,13,-0.34,12,-3,1,-12
CCOC(=O)c1c(NC(C)=O)sc2c(OC(C)=O)cccc12,0.44,-14,-5,-1,-0.14,-7,1,1.1,0
Cc1ccc(-n2c(SCC(=O)N3CCCC3)nc3c(c2=O)SCC3)cc1,.,-2,3,.,.,-3,20,1,.
O=C(c1ccccc1-c1ccccc1)N1CCCC1,0.25,23,26,3,-1.2,-1,5,0.8,-4
COc1cc(SC#N)ccc1N=Cc1c(C)[nH]n(-c2ccc(C)cc2C)c1=O,-0.43,16,0,3,-0.22,-6,14,0.8,-6
CCOC(=O)COc1cc2c3c(c(=O)oc2cc1C)CCCC3,1.2,60*,-5,14,-0.45,-2,17,0.4,-12
CC(=O)N(CN1C(=O)c2ccccc2C1=O)c1ccccc1,-0.41,29,-4,7,-1.1,4,-7,0.7,-6
CCCCNC(=O)CN1C(=O)C(CC)Oc2ccc(Cl)cc21 (centres undefined),-0.37,26,6,-8,0.61,5,11,0.7,5
CCCC(=O)NNc1cc(=O)c2c(=O)n(C)c(=O)n(C)c2[nH]1,0.57,-9,-7,6,-0.98,-3,1,1.1,-7
c1ccc(CCCc2nc(-c3ccccn3)no2)cc1,-0.27,24,3,-12,-0.035,9,4,0.8,6
CCOC(=O)c1oc2ccc(S(=O)(=O)Nc3ccc4c(c3)n(C)c(=O)n4C)cc2c1C,-1.1,94*,-2,1,0.19,3,6,0.1,-4
Cc1occc(=O)c1OC(=O)Nc1ccccc1,-0.09,-13,2,-7,0.68,4,-9,1.1,5
COc1ccc(OC)c(S(=O)(=O)N2CCC(C(=O)Nc3cc(C)ccc3C)CC2)c1,0.17,-65,2,-5,0.2,-2,0,1.6,7
CN(C)CC(=O)c1ccc(-c2ccccc2)cc1,1.2,2,0,4,0.57,14,5,1,-6
CCOC(=O)C1=C(C)N(c2ccccc2)C(=O)C1,-0.01,.,.,8,-0.88,.,.,.,-9
CC(NC(=O)c1cc2ccccc2o1)c1cccs1 (centres undefined),-0.28,69*,-6,-14,0.27,-2,16,0.3,15
Cc1cccc(-c2nsc(SCC(=O)Nc3cc(C)on3)n2)c1,0.13,28,-7,1,2.1,-5,7,0.7,-2
COc1cc(-c2nc3ccc4ccccc4c3c3c2CCC3)cc(OC)c1OC,0.17,8,-4,12,0.39,-11,12,0.9,-10
COc1ccccc1-c1cc(-c2ccc(C)cc2)nc(SCc2nnc(-c3ccccc3)o2)c1C#N,0.2,69*,0,-12,-0.001,-17,6,0.3,9
CC1CN(C(=O)CSc2nc(-c3ccccc3)cs2)CC(C)O1 (centres undefined),0.59,8,0,2,0.22,-5,8,0.9,-5
O=C(CSc1nnc(-c2ccc(F)cc2)o1)Nc1ccc(S(=O)(=O)N2CCCC2)cc1,-0.11,18,4,-10,-0.32,-9,-5,0.8,8
CCn1nnc(-c2ccccc2NS(=O)(=O)c2ccc(S(=O)(=O)N(C)C3CCCCC3)cc2)n1,-0.39,84*,1,0,0.32,-21,7,0.2,1
CC(=O)N(Cc1ccc2c(c1)OCO2)C1CC(=O)N(CCc2ccccc2)C1=O (centres undefined),-0.63,53*,0,-6,0.053,7,-4,0.5,3
Cc1cc(C)nc(Sc2ccc3nnnn3n2)n1,-0.99,1,5,.,-1,-4,4,1,.

# Random excerpt: 5 records from the list, in no set order.
SMILES,PTK2B oligo ant,CYP2C9 inhib,PostGolgi yeast,LYP inh 2,hDAT+cocaine,Ecoli WT expand,PostGolgi ctrl,CYP2C9 activ,PTPN22 act
O=C(c1ccccc1-c1ccccc1)N1CCCC1,0.25,23,26,3,-1.2,-1,5,0.8,-4
Cc1occc(=O)c1OC(=O)Nc1ccccc1,-0.09,-13,2,-7,0.68,4,-9,1.1,5
O=C(CSc1nnc(-c2ccc(F)cc2)o1)Nc1ccc(S(=O)(=O)N2CCCC2)cc1,-0.11,18,4,-10,-0.32,-9,-5,0.8,8
COc1cc(SC#N)ccc1N=Cc1c(C)[nH]n(-c2ccc(C)cc2C)c1=O,-0.43,16,0,3,-0.22,-6,14,0.8,-6
CC(=O)N(Cc1ccc2c(c1)OCO2)C1CC(=O)N(CCc2ccccc2)C1=O (centres undefined),-0.63,53*,0,-6,0.053,7,-4,0.5,3

# Later entries:
SMILES,PTK2B oligo ant,CYP2C9 inhib,PostGolgi yeast,LYP inh 2,hDAT+cocaine,Ecoli WT expand,PostGolgi ctrl,CYP2C9 activ,PTPN22 act
CS/C(=N\S(=O)(=O)c1cccs1)NC(=O)CSc1nc2ccccc2s1,-0.24,100*,14,8,1.1,-15,2,0,-8
CCc1cccc(OCCCCN(CC)CC)c1,0.57,6,-3,-9,0.17,2,15,0.9,9
Cc1cc(C(=O)Cn2nnc(-c3ccc(Cl)cc3)n2)c(C)n1CC1CCCO1 (centres undefined),1.4,.,22,1,0.24,-1,33*,.,-1
O=C(c1ccc2c(c1)N(Cc1ccc(F)cc1)C(=O)CS2)N1CCOCC1,1.2,2,-1,-4,-0.042,-1,1,1,2
CCN=C(Nc1cccc(F)c1)SC1CC(=O)N(c2ccc(OC)cc2)C1=O (centres undefined),-1.6,59*,-4,-3,-0.38,-3,10,0.4,3
Cn1c(C(=O)NC2CC2)cc2c(=O)n(C)c3ccccc3c21,.,-11,6,-13,0.36,6,6,1.1,11
COC(=O)c1[nH]c2ccc(C)cc2c1NC(=O)CN1CCN(c2ccc(F)cc2)CC1,0.54,-10,16,1,0.1,26,8,1.1,-1
O=C(Oc1cccnc1)c1ccc(Cl)cc1,1.3,-13,-3,-8,-2.1,-7,-8,1.1,5
CC(C)OC(=O)c1cccc(C(=O)OCc2ccco2)n1,-0.33,15,7,-7,.,8,24,0.8,5
CCC1CCCCN1C(=O)CSc1nc(N)c(NC(=O)c2ccco2)c(=O)[nH]1 (centres undefined),.,-7,-1,.,0.41,-5,0,1.1,.
CCOc1cc(-c2nc(-c3ccc(OC)cc3)no2)cc(OCC)c1OCC,-0.16,23,-4,4,-0.062,-6,1,0.8,-5
Cc1cccc(Nc2nc3c(c(=O)n(C)c(=O)n3C)n2Cc2ccccc2)c1,-1,26,19,4,0.59,-2,9,0.7,0
CC(C)c1nnc(SCC(=O)NCCC2=CCCCC2)n1N,0.08,60*,-4,-8,-0.18,-5,4,0.4,9
CCOc1ccc(-c2nnc(SCc3nc4ccccc4[nH]3)n2N)cc1,-0.54,13,-2,2,0.72,-4,7,0.9,2
COCCNC(=O)NC(=O)COC(=O)Cc1ccc2c(c1)OCCO2,1.2,-2,6,4,-1.3,7,4,1,-1
O=C(NCCc1ccco1)c1nn(Cc2ccccc2)c(=O)c2ccccc12,0.04,7,6,-11,-0.21,-1,6,0.9,10

# Record cards (already shown):
# COC(=O)c1[nH]c2ccc(C)cc2c1NC(=O)CN1CCN(c2ccc(F)cc2)CC1 is entered as PTK2B oligo ant: 0.54; CYP2C9 inhib: -10; PostGolgi yeast: 16; LYP inh 2: 1; hDAT+cocaine: 0.1; Ecoli WT expand: 26; PostGolgi ctrl: 8; CYP2C9 activ: 1.1; PTPN22 act: -1
# CS/C(=N\S(=O)(=O)c1cccs1)NC(=O)CSc1nc2ccccc2s1 is entered as PTK2B oligo ant: -0.24; CYP2C9 inhib: 100*; PostGolgi yeast: 14; LYP inh 2: 8; hDAT+cocaine: 1.1; Ecoli WT expand: -15; PostGolgi ctrl: 2; CYP2C9 activ: 0; PTPN22 act: -8
# O=C(Oc1cccnc1)c1ccc(Cl)cc1 is entered as PTK2B oligo ant: 1.3; CYP2C9 inhib: -13; PostGolgi yeast: -3; LYP inh 2: -8; hDAT+cocaine: -2.1; Ecoli WT expand: -7; PostGolgi ctrl: -8; CYP2C9 activ: 1.1; PTPN22 act: 5
